Screening results from PubChem.
GALK inhibitor: inhibits human galactokinase. Potency, µM (titrated, usually from 57.5 µM), inactives show at the highest dose activity, negative = inhibition, actives largely listed as inhibitors. AID 1347072. P51570. recombinant GALK, Kinase-Glo ATP luminescence, 1 h. 44,000 tested, under 10 active;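 also: plate controls were full GALK reaction for no effect and reaction lacking GALK for full effect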
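Luminescent ATP-depletion readout (Kinase-Glo Plus) after 1 h room-temperature incubation of human GALK (5 nM) with galactose 100 µM and ATP 35 µM, pH 8.0 HEPES/Mg2+ buffer; compounds tested in qHTS format.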
p53null 39C tox: selectivity test: cytotoxicity in p53 null cells, nonpermissive temperature; Potency, µM (series often up to 46.1 µM), inactives show at the top dose activity, negative = cell killing, usual class: cytotoxic; hit rate 0.97% among 55,000; H1299 p53-null (neo) cells, 39C, ATPlite viability, 24 h;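 also: potency is read from the fitted curve at half-maximal effect; 0% = DMSO only and -100% = full killing by 100 µM tamoxifen; nearly all actives have a fitted effect of over 50% in size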
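H1299 lung cancer cells, p53-null (H1299-neo) or expressing p53 A138V (H1299-p53A138V), were plated overnight at 37C, then exposed to compounds at up to 46 uM for 24 hr at 39C. Viability was read by ATP-based luminescence.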
NTMT1 inhibitor: NTMT1 methyltransferase inhibition | AID 1645870 | NTMT1 MTase-Glo SAH luminescence, purified enzyme | hit rate 2.5% among 59,000 | Q9BV86 | Potency, µM (doses to about 114 µM), without a hit: at the highest dose activity change, negative = inhibition, most hits filed as inhibitors;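 also: potency is read from the fitted curve at half-maximal effect; plate controls were DMSO vehicle for no effect and no enzyme for full effect; nearly all actives have a fitted effect of over 65% in size; many of its hits are not listed in these tables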
Target sequence (Q9BV86 whole entry, looked up): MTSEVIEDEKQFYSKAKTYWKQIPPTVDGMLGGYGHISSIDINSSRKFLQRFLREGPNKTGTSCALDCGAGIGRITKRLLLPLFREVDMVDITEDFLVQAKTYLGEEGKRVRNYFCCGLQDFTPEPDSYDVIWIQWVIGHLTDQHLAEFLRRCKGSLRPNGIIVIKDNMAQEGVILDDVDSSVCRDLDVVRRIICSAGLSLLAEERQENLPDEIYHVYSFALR
p53null 32C kill: p53 null cell cytotoxicity, permissive temperature. H1299-neo p53 null cells, ATP luminescence, 24 h, 32C. hit rate 0.62% among 55,000. Potency, µM (series often up to 46.1 µM), for inactives: top-dose activity change, negative = cytotoxicity, usual class: cytotoxic;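 also: potency is read from the fitted curve at half-maximal effect; 0% = DMSO only and -100% = full killing by 100 µM tamoxifen; nearly all actives have a fitted effect of over 55% in size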
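H1299-neo (p53 null) cells, 600/well, treated 24 h at 32C with compound up to 46 uM; ATPlite luminescence viability, normalized to DMSO and 100 uM tamoxifen; AC50 by Hill fit.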
B2AR arrestin ag: ADRB2 beta-arrestin recruitment; HTLA Tango cells, beta-arrestin recruitment, luciferase luminescence, 18 h; Potency, µM (highest dose often 46.1 µM), without a hit: at the top dose activation, actives largely listed as activators; 44,000 tested, under 10 active;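 also: potency is read from the fitted curve at half-maximal effect; 0% = DMSO and full agonism = EC100 isoproterenol or metaproterenol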
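Ligand-induced beta-arrestin recruitment to recombinant beta2-AR is measured via a tTA-driven luciferase reporter in Tango cells after 18 hr compound exposure at 37 degrees C. Concentrations span up to 46 microM.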
FH mod: Identification of activators of human fumarate hydratase by quantitative high-throughput screening; Fumarate hydratase, mitochondrial (Homo sapiens), P07954; FH coupled MDH/diaphorase resazurin fluorescence, 15 min; Potency, µM (highest dose often 79.9 µM), for inactives: at the highest dose activity change, negative = inhibition, usual class: inhibitors; hit rate 0.22% among 54,000; AID 1347055, 2019; also: potency is read from the fitted curve at half-maximal effect; % is scaled to controls: 0 for no effect and ±100 for the full control effect; the screen sought activators but most active calls are inhibition curves; nearly all actives have a fitted effect of over 45% in size
Target sequence (P07954 whole entry, looked up): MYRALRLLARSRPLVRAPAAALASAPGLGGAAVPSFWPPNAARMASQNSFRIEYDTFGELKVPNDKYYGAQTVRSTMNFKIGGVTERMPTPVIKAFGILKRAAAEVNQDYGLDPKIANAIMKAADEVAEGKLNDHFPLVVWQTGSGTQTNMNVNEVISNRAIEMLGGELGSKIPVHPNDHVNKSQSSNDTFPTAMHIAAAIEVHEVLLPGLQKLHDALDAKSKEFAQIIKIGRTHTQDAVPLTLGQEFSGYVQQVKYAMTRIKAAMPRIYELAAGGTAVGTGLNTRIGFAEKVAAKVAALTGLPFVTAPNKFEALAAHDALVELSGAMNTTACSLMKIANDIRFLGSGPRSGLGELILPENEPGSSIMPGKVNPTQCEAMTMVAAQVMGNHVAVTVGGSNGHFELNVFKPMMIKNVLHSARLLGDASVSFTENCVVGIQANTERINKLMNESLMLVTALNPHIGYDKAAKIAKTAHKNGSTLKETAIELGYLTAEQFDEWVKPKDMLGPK
TSG101-PTAP inh: TSG101-PTAP interaction inhibition, HIV-1 budding. Potency, µM (top dose mostly 115 µM), inactives show at the highest dose activity change, negative = inhibition, usual class: inhibitors. 44,000 tested, under 10 active. Fluorescence polarization, FITC-PTAP peptide/Tsg101, 20 min; also: potency is read from the fitted curve at half-maximal effect; 0% is about no effect
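Read-out is FITC fluorescence polarization. Compounds were added to Tsg101 binding domain (10 uM final), then FITC-PTAP peptide (50 nM final), 20 min at r.t. Total S+P intensity flags fluorescent compounds.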
Active calls of the source: *; ? = inconclusive; [ ] = another dose, or the depositor's remark. Calls follow the shape of the dose curve; as a rule, active = well fitted curve in the direction sought with a large enough effect; inconclusive = small, poorly fitted or top-dose-only effect, or another doubt; inactive = no such curve, though single readings can be large; an effect the other way counts as inactive or inconclusive.

Structure	TSG101-PTAP inh	GALK inhibitor	NTMT1 inhibitor	FH mod	p53null 32C kill	B2AR arrestin ag	p53null 39C tox
CSc1nn(Cc2ccc(C)cc2)c(N)c1S(=O)(=O)c1ccccc1	2%	-13%	-2%	-22%	60%[activator]	-2%	29%
COc1ccc(NC(=O)c2cc3ccccc3o2)c(OC)c1	-1%	-2%	-9%	-4%	?	0%	-4%
Cc1ccc(N(C)C(=O)Cn2nc(Cc3ccncc3)c3ccccc3c2=O)cc1C	-6%	8%	2%	-1%	-8%	-2%	19%
Cn1c(NCCO)nc2c1c(=O)n(Cc1ccccc1Cl)c(=O)n2C	-14%	3%	?	2%	-10%	0%	?
COc1ccc(OC)c(NC(=O)c2ccc3c(c2)c(C)c(C)n3Cc2ccc(F)cc2)c1	1%	-1%	-3%	-5%	3%	8%	10%
CCCC(=O)Nc1c(C(=O)N2CCN(c3ccccc3)CC2)oc2ccccc12	0%	-1%	8%	-9%	-8%	-2%	-12%
Cc1cc(C(=O)N2CCN(c3ccccc3)CC2)c2c(C)nn(-c3cccc(F)c3)c2n1	0%	1%	-5%	-26%	-11%	2%	-2%
CCOC(=O)c1c(C)[nH]c(C)c1S(=O)(=O)N1CCC(C(=O)N2CCN(c3ccc(Cl)cc3)CC2)CC1	-3%	2%	?	-8%	10%	-3%	-6%
CN(C)S(=O)(=O)N(CC(=O)NCCSCc1ccc(Cl)cc1Cl)c1ccccc1	-4%	2%	0%	?	6%	0%	-18%
CC(C)OCCCNC(=O)Cn1c(-c2cccs2)cc2cc(F)ccc21	2%	8%	2%	-5%	-4%	0%	2%
CCOc1ccccc1NC(=O)Cn1c(=O)n(-c2cccc(C)c2)c(=O)c2c1c1cc(OC)ccc1n2C	-1%	-5%	-1%	-4%	-5%	1%	-9%
COc1ccc(CN(C(=O)c2ccc(OCC(C)C)cc2)C2CCS(=O)(=O)C2)cc1 (configuration not stated)	0%	0%	?	-9%	10%	-1%	-10%
CCCCOC(=O)c1ccc(NC(=O)c2cc3c(=O)n4cccc(C)c4nc3n2C)cc1	1%	2%	-1%	5%	5%	2%	-17%
CCc1nn2c(=O)c(S(=O)(=O)Nc3cccc(F)c3)c(C)nc2s1	0%	4%	28%	-18%	6%	0%	-17%
CC(C)Cc1nn2c(=O)cc(COC(=O)c3cccc(NC(=O)c4cccs4)c3)nc2s1	-1%	2%	-6%	0%	4%	-1%	8%
Cc1[nH]c2ccc(C(=O)NCCCN3CCCCC3)cc2c1C	1%	-1%	-13%	0%	-4%	-1%	-21%
COc1cc2c(cc1OC)C(COc1ccccc1OC)N(C(=O)c1ccccc1OC)CC2 (configuration not stated)	-1%	-4%	-2%	-10%	-6%	5%	11%
CC(C)Cn1c(=O)c2ccccc2n2c(CCC(=O)N3CCN(c4ccccc4F)CC3)nnc12	1%	6%	-3%	-16%	-4%	-2%	-12%
CCOc1ccc(S(=O)(=O)N(CC(=O)NCCc2ccc(OC)c(OC)c2)c2ccccc2)cc1	-2%	0%	-22%	1%	-1%	1%	-5%
Cc1nn(-c2ccccc2)c(OC(=O)c2ccc(Br)cc2)c1S(=O)(=O)c1ccccc1	-15%	1%	20%	0%	-4%	-2%	-10%
COc1cccc(-c2nnc3sc(CN4CCCCC4)cn23)c1	0%	1%	-12%	-7%	15%	0%	15%
Cc1oc2ncnc(N3CCCCC3)c2c1C(=O)NCC1CCN(Cc2ccccc2F)CC1	-9%	3%	-23%	-7%	-3%	0%	-9%
Cc1ccc(NC(=O)CSc2nc3ccccc3n2CC(=O)N(C)C2CCCCC2)cc1C	-2%	-5%	1%	0%	-8%	1%	-3%
CC(C)NC(=O)c1ccccc1NC(=O)c1nsc2ccccc12	0%	1%	-1%	11%	-1%	0%	-14%
Cc1cc(C)c(NC(=O)C(C)n2nnc3sc(-c4ccccc4)cc3c2=O)c(C)c1 (configuration not stated)	3%	4%	-9%	-19%	3%	-2%	6%
Cc1ccc(C)c(S(=O)(=O)c2nnn3c2nc(Nc2ccc(C)c(C)c2)c2sccc23)c1	-4%	?	-6%	-2%	-4%	-1%	6%
Cc1ccc(C(=O)c2oc3ccccc3c2NC(=O)COc2ccc(Cl)c(C)c2)cc1	-5%	0%	17%	8%	-7%	7%	-21%
Cc1cccc(N2C(=O)CSC23C(=O)N(CC(=O)NCCc2ccccc2)c2ccccc23)c1 (configuration not stated)	-1%	0%	17%	-9%	2%	1%	-2%
CCOC(=O)N1CCc2c(sc3c2c(=O)n(Cc2ccccc2)c(=O)n3CC(=O)Nc2ccc(C)cc2C)C1	-1%	7%	7%	-18%	0%	0%	7%
CCCCc1nn2c(=O)cc(COC(=O)COc3ccc(C)cc3)nc2s1	1%	4%	25%	-10%	10%	-1%	-5%

Entries shown so far containing an NH in an aromatic ring (two):
Structure	TSG101-PTAP inh	GALK inhibitor	NTMT1 inhibitor	FH mod	p53null 32C kill	B2AR arrestin ag	p53null 39C tox
CCOC(=O)c1c(C)[nH]c(C)c1S(=O)(=O)N1CCC(C(=O)N2CCN(c3ccc(Cl)cc3)CC2)CC1	-3%	2%	?	-8%	10%	-3%	-6%
Cc1[nH]c2ccc(C(=O)NCCCN3CCCCC3)cc2c1C	1%	-1%	-13%	0%	-4%	-1%	-21%

The listing continues:
Structure	TSG101-PTAP inh	GALK inhibitor	NTMT1 inhibitor	FH mod	p53null 32C kill	B2AR arrestin ag	p53null 39C tox
CCc1ccccc1-n1c(C)nc2cc(C(=O)NCCc3ccc(Cl)cc3)ccc21	-6%	-1%	18%	-20%	67%[activator]	0%	4%
COc1ccc(NCc2cccn2-c2nnc(N3CCOCC3)s2)cc1OC	0%	2%	-24%	?	-9%	0%	-1%
O=C(c1ccc(Br)s1)N(Cc1cccnc1)c1nc2ccc(F)cc2s1	-2%	-2%	-19%	4%	5%	-2%	-3%
CCOc1ccc(CNC(=O)Cn2ccc3cc(S(=O)(=O)N4CCCCCC4)ccc32)cc1	1%	-1%	7%	-17%	-6%	1%	1%
Cc1cccc(C(=O)Nc2ccc3oc(-c4cccc5c(Br)cccc45)nc3c2)c1	-3%	0%	-1%	-10%	-6%	0%	-24%
O=C(COc1ccccc1Cl)Nc1nnc(S(=O)(=O)N2CCCCCC2)s1	0%	3%	16%	-17%	-2%	-1%	26%
Cc1cc(C)cc(NC(=O)C2CCC(CNS(=O)(=O)c3ccc4c(c3)C(C)(C)C(=O)N4C)CC2)c1 (configuration not stated)	0%	1%	5%	-20%	14%	2%	4%
COc1ccc(NC(=O)C2CCCN(S(=O)(=O)c3ccc4[nH]c(=O)ccc4c3)C2)cc1Cl (configuration not stated)	-1%	-1%	6%	3%	-2%	1%	-9%
CCc1cccc(C)c1NC(=O)Cn1nc(C)n2cccc2c1=O	-3%	-10%	12%	-6%	-3%	-2%	13µM*
CCOc1ccc(-c2c(C)nn3c(C)c(C(=O)Nc4ccccc4C(=O)OC)cnc23)cc1OCC	4%	-1%	2%	-2%	1%	0%	-14%
CCOC(=O)c1ccn(-c2nc(-c3cccc(OC)c3)cc(C(F)(F)F)n2)n1	-4%	0%	-14%	-28%	16%	?	18%
Cc1ccc(Nc2c(-c3cccc(Cl)c3)nc3cccc(C)n23)cc1	-1%	4%	7%	?	10%	-2%	-24%
CC(=O)c1ccc(NC(=O)CSc2nc(=O)n(Cc3ccccn3)c3c2CCC3)cc1	1%	-1%	13%	15%	3%	-3%	2%
COc1ccc(C2CC(=O)N(Cc3ccccc3)c3c2c(C)nn3-c2nc(C)cc(C)n2)c(OC)c1 (configuration not stated)	-4%	0%	3%	-23%	-1%	-3%	-15%
CCCCN(C)CCNC(=O)c1cc2c(=O)n(C)c3ccccc3c2n1C	-1%	7%	-22%	-9%	3%	-1%	-16%
CCOC(=O)c1ccccc1NC(=O)N(Cc1ccc(CC)cc1)Cc1cn[nH]c1-c1ccc(OC)cc1	0%	-12%	4%	?	-7%	-2%	-2%
COc1ccc(NC(=O)Cn2c(=O)n(-c3cccc(C)c3)c(=O)c3c2c2cc(C)ccc2n3C)cc1OC	-1%	-4%	-10%	-6%	9%	1%	20%
Cc1cccc(CN2C(=O)c3ccccc3S(=O)(=O)c3ccc(C(=O)NC4CCCCC4)cc32)c1	-4%	6%	7%	-21%	-4%	-2%	-17%
O=C(COC(=O)c1cc(-c2ccccc2)nc2c(Cl)cccc12)c1ccc(F)cc1	0%	0%	8%	-4%	-2%	1%	-10%
COc1ccc(N2CCN(S(=O)(=O)c3ccc4c(c3)CCCN4C(C)=O)CC2)cc1	-3%	-3%	-3%	3%	-6%	0%	9%
O=S(=O)(c1ccc(-c2cc(C(F)(F)F)on2)s1)N1CCN(c2ccccc2F)CC1	-1%	0%	8%	1%	-13%	0%	8%
Cc1cccc(NC(=O)Cn2c(=O)oc3cc(S(=O)(=O)N4CCCCCC4)ccc32)c1	-5%	2%	-1%	-3%	-8%	-3%	?
Cc1ccc(Cn2ccc(NC(=O)c3cc(-c4ccc(Cl)c(Cl)c4)on3)n2)cc1	-1%	0%	11%	3%	2%	0%	-3%
Cc1ccc2cccc(NC(=O)c3ccc(-c4cccc([N+](=O)[O-])c4)o3)c2n1	-6%	-2%	-2%	-6%	-23%	5%	3%
COc1ccc(NC(=O)NC(C)c2c(-n3cccc3)sc3c2CCN(C)C3)c(OC)c1 (configuration not stated)	-3%	2%	-6%	-4%	-1%	1%	-15%
CCc1ccc(Nc2sc(C(=O)c3ccccc3)c(N)c2S(C)(=O)=O)cc1	2%	-2%	-1%	-17%	-3%	-4%	-12%
CCOC(=O)c1cc(NC(=O)c2ccc(OC)cc2)c(=O)n2c1oc1ccc(Cl)cc12	1%	0%	0%	1%	1%	-1%	-11%
CC(=O)c1ccc(NC(=O)c2cc3sccc3n2Cc2ccc(Cl)cc2)cc1	9%	5%	14%	-24%	2%	1%	15%
Cc1cc2oc(C(=O)Nc3c(C(=O)Nc4ccccc4)oc4ccccc34)cc(=O)c2cc1C	2%	3%	-2%	-15%	-1%	0%	15%
O=C(C1CCCCC1)N(Cc1cccnc1)c1nc2ccc(F)cc2s1	-15%	-4%	0%	-26%	19%	-2%	?
COc1ccc2c(Sc3ccccc3)c(C(=O)NCc3cccc(OC)c3OC)[nH]c2c1	-1%	4%	3%	-25%	31%[activator]	-2%	26%
COc1ccc(NS(=O)(=O)c2cc3[nH]c(=O)c(=O)[nH]c3cc2C)cc1OC	4%	-1%	-20%	-32%	9%	1%	10%
CCCCN(C)C(=O)c1ccc2c(=O)n3nc(Nc4cc(C)ccc4C)sc3nc2c1	-1%	1%	-20%	2%	36%[activator]	0%	51%[activator]

An excerpt (hit frequency here may not be typical).
